Rtt109 HAT inh: blocks Candida albicans Rtt109/Vps75 acetyltransferase activity; purified Rtt109/Vps75, ThioGlo CoA-SH fluorescence, 4 h; inhibition, % at 34.9 µM; 0.16% of 330,000 active; AID 540336;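 active = inhibition of at least 50% in every replicate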
MITF TRPM1 HTS: increases MITF-driven TRPM1 promoter luciferase signal; SK-MEL-5 TRPM1-promoter luciferase, 24 h; % of positive control, neutral wells = 0; activation, % at 12.5 µM; 0.75% of 300,000 active;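 active = mean activation of at least 80% with every replicate also reaching 80%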;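 also: 0% = neutral control wells and 100% = parthenolide positive control wells; values of inactives mirror those of a sister screen read the other way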
RTF Ca sens act: cardiac RTF calcium sensitization. IANBD-labeled TnC RTF fluorescence at EC20 calcium; 0% EC20 calcium, 100% full calcium. activation, % at 7.2 µM. 0.24% of 340,000 active;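 active = activation above the mean over all tested compounds plus 3 SD, cut at about 30% in these data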;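 also: rise in fluorescence read as greater calcium sensitivity of cardiac thin filaments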
SR-BI DiI-HDL act: enhances SR-BI lipid uptake from DiI-HDL; CHO ldlA[mSR-BI] cells, DiI-HDL uptake fluorescence, 3 h; 100 = double the neutral-control signal; activation, % at 12.5 µM; 0.096% of 320,000 active;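 active = mean replicate activation of at least 60% and every replicate at or above 60%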;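 also: 0% = median plate neutral-control signal and 100% = twice that signal; values of inactives mirror those of a sister screen read the other way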
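Assay system: LDL receptor-deficient CHO ldlA cells overexpressing murine SR-BI / Medium: BSA-supplemented, HEPES-buffered Ham's F12, pH 7.4 / Probe or stimulus: DiI-labelled HDL at 10 µg/mL final / Timing: compound with DiI-HDL co-incubation, 3 h at 37 °C / Technique: bottom-read cell fluorescence after medium removal, ex 550/em 595 nm / Measure: HDL uptake via cellular fluorescence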
Wnt act: activators of Wnt/beta-catenin signaling. Wnt/beta-catenin reporter cell assay, activator, plate reader. activation, % at 9.35 µM. 1.2% of 300,000 active. AID 743398; in the data active = activation above about 30%, passing the limit was not always enough;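 also: 0% = neutral control wells and 100% = positive control wells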
CDK5 p35 inh: CDK5/p35 (human) kinase inhibition | Recombinant CDK5/p35, ADP-Glo luminescence, 60 min | inhibition, % at 10 µM | 0.01% of 330,000 active | AID 488839;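 active = highest replicate inhibition of at least 50% and at least 75% of replicates reaching 50%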;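 also: plate controls were DMSO neutral control for no effect and GW8510 at 10 µM for full effect; many of its hits are not listed in these tables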
dFosB act: activators of mouse delta FosB homodimer | P13346 | purified delta FosB, TAMRA-CDK5 oligo fluorescence polarization; percent of positive-control signal above neutral wells | activation, % at 25 µM | 0.99% of 340,000 active | AID 493131;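 active = mean activation above about 17%, with every replicate also reaching it, limit read from the data, passing the limit was not always enough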;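 also: fluorescence polarization rise as delta FosB binds a TAMRA Cdk5 AP-1 oligo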
Target sequence (P13346 whole entry, looked up): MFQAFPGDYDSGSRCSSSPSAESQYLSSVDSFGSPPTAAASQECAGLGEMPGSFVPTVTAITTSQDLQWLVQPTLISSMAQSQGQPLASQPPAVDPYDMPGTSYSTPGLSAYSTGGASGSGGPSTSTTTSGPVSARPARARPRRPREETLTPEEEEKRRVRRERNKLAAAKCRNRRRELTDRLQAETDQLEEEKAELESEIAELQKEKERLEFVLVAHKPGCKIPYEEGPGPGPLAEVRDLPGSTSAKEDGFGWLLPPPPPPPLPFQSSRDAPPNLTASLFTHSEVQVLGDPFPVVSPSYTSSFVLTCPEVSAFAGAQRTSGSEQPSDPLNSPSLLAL
HTR5A ag: activates human HTR5A in OPRM1-OPRD1 agonist counter-screen. P47898. HTR5A agonist assay, luminescence, cell-based. activation, % at 9.3 µM. 0.61% of 340,000 active; in the data active = activation mostly above about 9.5%, no sharp cut-off; inactive = mostly below about 7.6%;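 also: 0% = cells with vehicle only and 100% = reference agonist; strong numbers were not always called active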
SR-BI HDL uptake: mouse SR-BI HDL lipid transfer inhibition | 0.96% of 320,000 active | ldlA[mSR-BI] CHO cells, DiI-HDL uptake fluorescence, 3 h | inhibition, % at 12.5 µM;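 active = mean replicate inhibition of at least 70% and a set share of replicates each scoring 70 or more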;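 also: 0% = median of neutral control wells and 100% = median of positive control wells; values of inactives mirror those of a sister screen read the other way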
Target sequence (Q61009 whole entry, looked up): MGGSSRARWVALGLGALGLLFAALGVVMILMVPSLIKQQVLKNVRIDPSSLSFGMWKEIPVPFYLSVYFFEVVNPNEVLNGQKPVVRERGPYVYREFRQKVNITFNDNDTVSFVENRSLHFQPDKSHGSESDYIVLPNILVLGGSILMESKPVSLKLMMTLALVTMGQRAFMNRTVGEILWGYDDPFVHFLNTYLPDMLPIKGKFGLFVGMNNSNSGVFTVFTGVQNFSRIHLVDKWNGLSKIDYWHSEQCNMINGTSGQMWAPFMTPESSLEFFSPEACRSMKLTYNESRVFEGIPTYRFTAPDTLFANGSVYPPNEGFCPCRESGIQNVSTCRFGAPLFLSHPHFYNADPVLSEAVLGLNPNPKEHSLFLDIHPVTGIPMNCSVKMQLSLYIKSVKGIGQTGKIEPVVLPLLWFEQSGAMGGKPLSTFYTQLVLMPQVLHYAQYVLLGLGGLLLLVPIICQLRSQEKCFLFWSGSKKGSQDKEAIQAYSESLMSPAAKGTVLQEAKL
PvdQ inh: blocks Pseudomonas aeruginosa PvdQ acylase activity; AID 488965; purified PvdQ acylase, fluorescence plate reader; 0.063% of 340,000 active; inhibition, % at 10 µM; in the data active = inhibition above about 30%, passing the limit was not always enough;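 also: 0% = vehicle neutral wells and 100% = reference inhibitor wells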
Active calls of the source: *; nt = not tested or not shown. Not a hit list; any-hit rate near 4.4%.

mol | PvdQ inh | HTR5A ag | Rtt109 HAT inh | dFosB act | SR-BI HDL uptake | MITF TRPM1 HTS | CDK5 p35 inh | Wnt act | SR-BI DiI-HDL act | RTF Ca sens act
Cc1ccc(NC(=O)CN2C(=O)N/C(=C\c3cccnc3)C2=O)cc1 | -9 | 9 | 3 | 12 | nt | 17 | -2.1 | 5 | nt | -1
O=C(c1ccccc1F)N1CCN(S(=O)(=O)c2ccc(S(=O)(=O)N3CCCCC3)cc2)CC1 | -8 | 2 | 6 | 2 | 4 | 3 | -0.7 | -4 | -4 | 3
Cn1c(=O)n(C)c2cc(/C=N/NC(N)=S)ccc21 | 10 | 5 | 20 | 12 | -17 | 2 | 0.5 | -3 | 17 | -5
COc1ccccc1CN1C[C@@H]2C[C@@H](c3[nH]c4ccc(C)cc4c3C)N3CCC[C@@]23C1=O | -6 | 3 | 2 | -6 | 12 | -13 | -0.4 | -2 | -12 | 2
Cc1c(NC(=O)C(C)OC(=O)CCOc2ccccc2)c(=O)n(-c2ccccc2)n1C (stereo not given) | 12 | 4 | -2 | 2 | 2 | -3 | -0.9 | -2 | -2 | 2
CCn1c(SCC(N)=O)nnc1-c1ccc(OC)c(OC)c1 | 2 | 3 | 0 | -10 | -17 | 2 | -1.1 | nt | 17 | -6
CC(=O)c1ccc(OC(C)C)c(CSC(=N)N)c1 | -16 | 1 | -2 | -8 | -14 | -6 | 1.0 | 1 | 14 | -2
COc1ccc(-c2cc(C(=O)Nc3ccc(S(=O)(=O)Nc4onc(C)c4C)cc3)c3ccccc3n2)cc1 | -3 | 1 | 16 | -17 | 60 | 16 | 0.4 | 3 | -60 | 0
Cc1cccc(C)c1NC(=O)COC(=O)CCc1ccc(S(=O)(=O)N2CCCCC2)cc1 | -6 | 3 | 0 | -9 | -8 | -8 | 1.9 | -2 | 8 | 4
COc1ccc(NC(=O)C2CCCN(S(=O)(=O)c3ccccc3)C2)c(OC)c1 (stereo not given) | -16 | 5 | -1 | -9 | 13 | -7 | 0.3 | -1 | nt | -4
O=C(NCc1ccc2c(c1)OCO2)c1nc(S(=O)(=O)Cc2ccccc2)ncc1Cl | -8 | 2 | -5 | -4 | -18 | -53 | -1.2 | -1 | 18 | -3
O=C(CN1CCC(NC(=O)Nc2ccccc2)CC1)Nc1cccc([N+](=O)[O-])c1 | -8 | -2 | 16 | -6 | 31 | 5 | 0.3 | -1 | -31 | -5
O=C(CN1CCN(c2ccccc2)CC1)NCc1ccc(F)cc1 | 2 | -2 | 11 | 0 | -6 | -4 | 0.3 | 0 | 6 | 3
Cc1cc(OCC(=O)Nc2cc(C(C)(C)C)on2)ccc1[N+](=O)[O-] | -13 | 5 | 4 | -8 | 19 | 11 | 1.1 | 2 | -19 | -3
CCC(=O)c1cc(-c2nc3ccccc3n2C)n(C)c1 | -5 | -3 | -5 | 6 | 1 | 8 | 0.9 | 7 | -1 | 0
COC(=O)c1c(-c2c(Cl)cccc2Cl)noc1NC(=O)NN1CCCCC1 | -3 | -1 | -2 | -9 | 52 | -8 | 0.4 | -1 | -52 | -4
O=C1/C(=C/c2cccnc2)SC(=S)N1CC1CCCO1 (stereo not given) | 3 | 1 | 13 | -5 | -11 | 1 | 0.2 | 3 | 11 | 3
Cc1cccc(CN2CCN(CC(=O)NCc3cccs3)C2=O)c1 | 2 | -1 | 2 | 3 | -6 | nt | 0.3 | -9 | 6 | 3
CCN(C(=O)COC(=O)c1cccnc1Nc1ccccc1F)C1CCS(=O)(=O)C1 (stereo not given) | -8 | 1 | 7 | -3 | -4 | 27 | 3.8 | -3 | 4 | 11
O=C(CNC(=O)N1CC(=O)Nc2ccccc21)Nc1cccc(F)c1 | -17 | -1 | -2 | 2 | -3 | 2 | -1.8 | 5 | 3 | -4
Cc1cc(NC2C3CC4CC(C3)CC2C4)n2ncnc2n1 (stereo not given) | -6 | 2 | -5 | -3 | -5 | 1 | -4.4 | -2 | 5 | 11
COc1cc(/C=C/C(=O)O)ccc1OS(=O)(=O)c1cc(C)ccc1C | 10 | -2 | 7 | 3 | -26 | 10 | 0.5 | 0 | 26 | 1
O=C(Nc1ccc(F)cc1F)c1ccc(-n2cccn2)c([N+](=O)[O-])c1 | -1 | -4 | -1 | 2 | 8 | 9 | -0.5 | -3 | -8 | 1
CCOc1ccc(S(=O)(=O)c2c[nH]c3ccccc3c2=O)cc1 | -1 | 2 | nt | -7 | 10 | -3 | -0.4 | -3 | -10 | -5
Cc1cccc(NC(=O)COC(=O)c2ccc3c(=O)n4c(nc3c2)CCC4)c1 | 3 | -3 | 0 | -4 | 10 | -9 | 0.4 | -4 | -10 | 2

(continued)
mol | PvdQ inh | HTR5A ag | Rtt109 HAT inh | dFosB act | SR-BI HDL uptake | MITF TRPM1 HTS | CDK5 p35 inh | Wnt act | SR-BI DiI-HDL act | RTF Ca sens act
CC1CCN(C(=O)C(Cc2ccccc2)NS(=O)(=O)c2ccc3c(c2)oc(=O)n3C)CC1 (stereo not given) | -11 | -1 | 3 | -3 | -25 | 2 | -0.2 | -2 | 25 | -2
CS(=O)(=O)N(Cc1ccc(Cl)cc1)c1ccc(C(=O)N/N=C/c2cc3ccccc3nc2Cl)cc1 | -3 | 5 | -13 | 41* | 0 | 3 | nt | nt | 0 | -1
Cc1ccc(SCC(=O)OCc2csc(CC(=O)Nc3ccccc3C)n2)cc1C | 2 | -3 | 1 | -8 | 13 | -1 | -0.5 | -1 | -13 | -4
COCCNC(=O)C1CCN(S(=O)(=O)c2c(C)noc2/C=C/c2cccs2)CC1 | 2 | -6 | 35 | -12 | nt | -3 | -0.6 | 0 | nt | -4
CC(=O)Nc1ccccc1OCc1nnc(-c2ccccc2Cl)o1 | -14 | 4 | -5 | 3 | 12 | -1 | -4.9 | 3 | -12 | 10
COc1ccc(NCc2ccc(OC)c(Cn3ccnc3)c2)c(OC)c1 | -10 | -1 | 1 | -9 | 21 | nt | 0.6 | 0 | -21 | 2
CCCC1=C(C(=O)OCC)C(c2cc(Cl)cc(OC)c2OCc2ccccc2)NC(=O)N1 (stereo not given) | -8 | -1 | -2 | -13 | -21 | -7 | 0.4 | nt | 21 | 4
Cc1ccc([N+](=O)[O-])cc1S(=O)(=O)NCC1COc2ccccc2O1 (stereo not given) | -3 | -1 | 0 | -1 | 26 | -7 | 5.0 | -2 | -26 | -2
CCN(CC)CCCNC(=S)N(Cc1cccnc1)Cc1cc2cc(C)cc(C)c2[nH]c1=O | -4 | -4 | 2 | -5 | -17 | 0 | 0.6 | -2 | 17 | -6
CN(C)CCNc1nc2c(c(=O)[nH]c(=O)n2C)n1CCOc1ccccc1 | 5 | 1 | -2 | -2 | -14 | 10 | -0.6 | 0 | 14 | -8
NCc1ccccc1COc1ccccc1 | -3 | 1 | 15 | 0 | -8 | -2 | -1.3 | -1 | 8 | 3
CC(C)(C)NC(=O)COC(=O)c1ccc(O)cc1 | -12 | 2 | 0 | -2 | -48 | 7 | -1.3 | 4 | 48 | 2
CCOC(=O)C/C(C)=N/NC(=O)Nc1ccccc1 | -17 | 6 | 1 | 5 | 9 | -4 | 0.6 | nt | -9 | 5
CC(C)(C)c1cc(C(=O)O)n(Cc2ccc(Cl)cc2Cl)n1 | -19 | -3 | -3 | 2 | -16 | 4 | -0.5 | 1 | 16 | 11
CCc1cc(=O)n2[nH]c(C)c(-c3ccc(OC)cc3)c2n1 | -11 | 1 | 1 | -1 | -30 | nt | 0.5 | 12 | 30 | 0
CCOC(=O)C1(CCc2ccccc2)CCN(C(=O)CCc2cnn(C)c2)CC1 | 3 | -1 | -10 | 5 | -1 | 3 | -1.8 | -1 | 1 | -6
CCOc1nnc(C)c2c(C)n(-c3cccc(Cl)c3)nc12 | -6 | -1 | -3 | -18 | -12 | -7 | 0.7 | nt | 12 | 28
O=C(O)CCCCCN1C(=O)/C(=C/c2ccncc2)SC1=S | -12 | 2 | 14 | 4 | 1 | -13 | -2.7 | nt | -1 | 5
O=C(c1cc([N+](=O)[O-])ccc1N1CCCCC1)N1CCCC1 | 1 | -6 | 4 | 2 | 2 | 9 | 1.0 | 11 | -2 | 1
COCCn1c(C)cc(C(=O)COC(=O)c2ccc(-n3nc(C)cc3C)cc2)c1C | -20 | 4 | -1 | 1 | 12 | 0 | 1.1 | -1 | -12 | 10
CCC(=O)n1nc(-c2ccc(OC)cc2)nc1N | -18 | -8 | 5 | 3 | 9 | 11 | 0.5 | nt | -9 | -2
O=C(CCCCn1ccc(=O)[nH]c1=O)Nc1ccc(O)c(C(=O)O)c1 | -11 | 1 | -1 | 3 | -1 | 2 | -1.3 | -6 | 1 | -3
Cc1cc(=O)oc2cc(OC(=O)c3cncc(Br)c3)ccc12 | -4 | -6 | -105 | -2 | 23 | 18 | -1.7 | -1 | -23 | -1
O=C(Cc1ccc(Nc2nc3ccc(Br)cc3[nH]2)cc1)NCCc1cccs1 | -6 | 3 | -8 | -7 | -6 | 0 | 1.6 | -1 | 6 | -3
Cc1ccccc1NC(=O)c1ccc(C)c(S(=O)(=O)NCc2cccnc2)c1 | 0 | 4 | 3 | -4 | 1 | -10 | -0.3 | -1 | -1 | -3

The list goes on.
mol | PvdQ inh | HTR5A ag | Rtt109 HAT inh | dFosB act | SR-BI HDL uptake | MITF TRPM1 HTS | CDK5 p35 inh | Wnt act | SR-BI DiI-HDL act | RTF Ca sens act
CCCCNS(=O)(=O)c1ccc(NC(=O)c2c(-c3ccccc3Cl)noc2C)cc1 | -10 | 3 | 5 | -19 | 35 | -17 | -2.8 | nt | -35 | 0
COc1ccccc1CNC(=O)C(=O)NCC1OCCN1C(=O)c1ccc(Cl)cc1 (stereo not given) | -2 | 7 | -5 | -5 | nt | 5 | 3.3 | -1 | nt | 2
O=C1C=C(c2cccc(Cl)c2O)C[C@@H](c2ccc(Cl)cc2)C1 | -2 | -2 | 4 | -2 | 30 | -5 | 0.4 | -2 | -30 | 9
Nc1nc2c(-c3ccc(Br)cc3)nnn2c2ccccc12 | -19 | -3 | -8 | -6 | 10 | 40 | 1.5 | 43* | -10 | 0
COC(=O)c1c(NC(=O)c2cccs2)sc2c1CCC(C)C2 (stereo not given) | -8 | -1 | 1 | 3 | 19 | 31 | -0.6 | -2 | -19 | -6
CN(Cc1ccccc1)C(=O)c1cc(S(=O)(=O)N2CCOCC2)cn1C | -2 | 1 | -13 | -5 | -10 | nt | -0.4 | -1 | 10 | 0
CN/C(=C\[N+](=O)[O-])NCCSCc1csc(CN(C)C)n1 | -3 | 2 | -1 | 5 | 4 | 8 | -0.3 | 3 | -4 | 3
COc1cc(OC)c(OC)cc1C#N | -8 | -4 | 1 | 6 | -52 | nt | 0.4 | -1 | 52 | 0
C/C=C/c1ccc(OCCN2CCc3ccccc3C2)c(OC)c1 | -7 | -1 | 5 | 1 | -21 | -9 | 0.3 | 6 | 21 | 2
